Efflux pump inh: blocks antifungal efflux pumps in multiplex yeast assay. S. cerevisiae Candida pump triplex, Nile Red efflux. inhibition, % at 10 µM. actives 0.44% (n = 330,000). AID 485275;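 active means plate passing quality check with inhibition over a set limit, or well fluorescence over plate mean plus 4 SD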;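 further: Nile Red retained in pooled yeast measured as flow cytometry median fluorescence; 0% = buffer negative control and 100% = Enniatin B positive control; higher means more Nile Red kept so more efflux inhibition; some compounds called inactive have numbers as strong as hits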
CIT2 TOR yeast: alters CIT2-GFP fluorescence in TOR pathway yeast screen. actives 0.065% (n = 320,000). S. cerevisiae CIT2-GFP strain, flow cytometry, 3 h; 100 means same as DMSO wells. GFP response vs DMSO, % at 10 µM. AID 2029;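 active means GFP response relative to DMSO above a set limit, near the screen mean plus 3 SD, cut at about 150% in these data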;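 further: ratio of well median GFP fluorescence to mean of DMSO wells on the plate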
RPL19A-GFP yeast: yeast TOR pathway RPL19A-GFP modulation | S. cerevisiae RPL19A-GFP strain, flow cytometry, 3 h; stronger effect = lower value | actives 0.3% (n = 330,000) | percent response vs DMSO, % at 10 µM;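 active means percent response vs DMSO below 50%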;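 further: median channel GFP fluorescence of the barcoded RPL19A-GFP strain; ratio of sample median GFP to plate DMSO average so 100% = DMSO; lower means less RPL19A-GFP as with rapamycin TOR inhibition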
AHR activator: human AHR activation | P35869 | AHR-responsive luciferase reporter cells, luminescence | activation, % at 5 µM | actives 2.5% (n = 320,000); in the data active means activation above about 47%;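 further: 0% = vehicle wells and 100% = reference agonist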
Target sequence (P35869 whole entry, looked up): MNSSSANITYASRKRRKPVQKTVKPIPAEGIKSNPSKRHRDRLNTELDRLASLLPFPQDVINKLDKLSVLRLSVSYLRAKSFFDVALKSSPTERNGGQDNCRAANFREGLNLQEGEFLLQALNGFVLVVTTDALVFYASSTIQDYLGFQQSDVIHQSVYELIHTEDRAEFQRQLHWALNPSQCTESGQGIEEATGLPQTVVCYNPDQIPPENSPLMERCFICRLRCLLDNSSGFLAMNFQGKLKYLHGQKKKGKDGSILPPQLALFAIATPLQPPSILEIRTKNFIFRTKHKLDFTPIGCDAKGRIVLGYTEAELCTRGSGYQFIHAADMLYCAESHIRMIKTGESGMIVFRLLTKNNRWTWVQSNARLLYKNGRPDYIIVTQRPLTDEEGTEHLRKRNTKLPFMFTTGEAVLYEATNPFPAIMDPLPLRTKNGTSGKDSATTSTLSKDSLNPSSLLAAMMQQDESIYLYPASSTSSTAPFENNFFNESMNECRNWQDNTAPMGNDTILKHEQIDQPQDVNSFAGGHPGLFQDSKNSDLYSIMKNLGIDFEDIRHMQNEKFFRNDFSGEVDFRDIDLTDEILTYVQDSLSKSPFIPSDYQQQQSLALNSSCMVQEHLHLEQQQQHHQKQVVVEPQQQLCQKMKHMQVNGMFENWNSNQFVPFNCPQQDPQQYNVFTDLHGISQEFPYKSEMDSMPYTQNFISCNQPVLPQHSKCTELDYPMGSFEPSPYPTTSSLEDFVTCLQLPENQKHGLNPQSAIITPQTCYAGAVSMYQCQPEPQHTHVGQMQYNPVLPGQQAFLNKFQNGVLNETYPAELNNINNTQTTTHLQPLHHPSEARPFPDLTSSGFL
AGP1 TOR yeast: alters AGP1-GFP fluorescence in TOR pathway yeast screen | S. cerevisiae AGP1-GFP multiplex flow cytometry, 3 h; GFP as percent of DMSO wells | actives 0.02% (n = 320,000) | AID 2066 | GFP response vs DMSO, % at 10 µM;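 active means GFP response relative to DMSO above a set limit, near screen average plus 3 SD, cut at about 150% in these data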;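 further: median GFP channel fluorescence of the gated AGP1 strain per well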
Yeast superoxide: lowers age-related superoxide in aged yeast cells. S. cerevisiae aged cells, superoxide DHE fluorescence; stronger effect = lower value. superoxide response (% of plate mean), % at 10 µM. actives 0.18% (n = 330,000). AID 2690;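 active means superoxide response under a set limit, about three screen SD below normal, cut at about 65% in these data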;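 further: yeast aged for seven days with compound at 30 °C before DHE staining; 100% = average MFI of all compound-treated wells on the plate with controls excluded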
MEP2 TOR yeast: yeast TOR pathway MEP2-GFP modulation; AID 2016; S. cerevisiae MEP2-GFP strain, flow cytometry GFP, 3 h; 100% = DMSO control level; GFP response vs DMSO, % at 10 µM; actives 0.51% (n = 330,000);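 active means GFP response versus DMSO above a set limit, roughly screen mean plus 3 SD, cut at about 180% in these data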;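 further: median GFP fluorescence of the barcode-gated MEP2-GFP cells per well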
LAP4 TOR yeast: modulators of TOR pathway LAP4-GFP in S. cerevisiae | S. cerevisiae LAP4-GFP multiplex, flow cytometry GFP, 3 h; median GFP as percent of DMSO wells | GFP response vs DMSO, % at 10 µM | actives 0.34% (n = 320,000) | AID 2023;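 active means GFP response vs DMSO above a set limit, about the screen mean plus 3 SD, cut at about 150% in these data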
Active calls of the source: *; . = no result given. An unsorted share of the library. About 3.9% of those tested had a hit in this group.

SMILES	Efflux pump inh	CIT2 TOR yeast	RPL19A-GFP yeast	AHR activator	AGP1 TOR yeast	Yeast superoxide	MEP2 TOR yeast	LAP4 TOR yeast
CC(C)OC(=O)CCC(=O)Nc1nc2ccccc2s1	0.0	91	97	7	101	89	101	105
Cc1cc(=S)[nH]c2ccccc12	0.0	93	99	16	108	109	98	113
O/N=C1\CC(O)Cc2nonc21 (configuration not stated)	0.0	102	107	-4	119	121	106	98
CCC(C)NC(=O)C1(C)CCC(=O)N1CCc1ccc(OC)c(OC)c1 (configuration not stated)	-0.1	97	95	1	95	97	96	95
COc1ccc(Nc2nc(Cl)nc(NCCO)n2)cc1	0.1	92	98	28	93	100	94	93
Cc1ccc(C(=O)NCC(=O)NCC(=O)OCC(=O)c2ccc(F)cc2)cc1	0.8	100	106	7	106	92	79	95
COC(=O)c1ccc(OCC(=O)N2CCCc3ccccc32)cc1	2.8*	95	95	-3	98	99	96	102
O=C(NCC1CCCO1)C(c1ccc(F)cc1)N(C(=O)Cn1nnc(-c2ccc(F)cc2)n1)c1cccc(O)c1 (configuration not stated)	-0.2	103	96	2	103	101	93	100
CCOC(=O)c1cc(NC(=O)c2ccoc2C)cc(C(=O)OCC)c1	0.0	109	109	1	105	111	107	117
COc1ccc(NC(=O)C(=O)NNC(=O)c2cccs2)c(OC)c1	0.0	92	96	4	.	93	83	77
COC(=O)c1ccc(C)c(NC(=O)Cn2c(C)csc2=O)c1	-0.3	95	95	0	92	112	88	91
Cc1ccc(S(=O)(=O)NCCC(=O)NCC(c2cccs2)N(C)C)cc1 (configuration not stated)	0.0	93	96	1	105	119	99	100
Cc1cccc(NC(=O)NC2(C(=O)NCc3ccco3)CCCCC2)c1	0.0	104	98	1	104	100	102	102
COCC(=O)N1CCC(n2nccc2NC(=O)CCOc2ccccc2)CC1	0.8	113	97	3	102	126	106	105
Cc1ccc2cc(C#N)c(N3CCCN(S(=O)(=O)c4ccc(F)cc4)CC3)nc2c1	-0.1	105	99	10	106	103	110	108
O=C(Nc1ccccc1)c1ccc(NC(=O)C2CC2)cc1	0.0	85	99	-2	87	99	94	65
CS(=O)(=O)c1cccc(C(=O)N(CCc2ccccc2)Cc2cccs2)c1	0.1	96	105	3	103	121	105	96
CN(C(=O)CSCC(=O)Nc1ccc(Cl)cc1)C1CCCCC1	0.3	99	100	2	99	107	108	95
Cc1csc(NC(=O)c2cccn2C)n1	-0.1	96	95	3	100	78	101	101
O=S(=O)(c1ccccc1C(F)(F)F)N1CCN(CC(O)COc2ccccc2F)CC1 (configuration not stated)	0.1	97	101	.	95	93	101	90
Cc1cc(C(=O)O)ccc1-n1c(C)ccc1C	-0.1	91	94	-4	95	99	89	.
Cc1cnccc1CN(C)Cc1cn(C)nc1-c1cccc(Cl)c1	0.0	93	91	67*	91	123	89	90
COc1ccc(C(=O)N[C@H](C(=O)NCC2CCCCC2)C(C)C)cc1	0.0	91	98	5	101	94	98	96
Cc1ccc(C(=O)NCC(=O)OCc2c(F)cccc2Cl)s1	0.1	88	98	-3	99	94	97	105

Overlap with the part before: three entries; new compounds follow.
SMILES	Efflux pump inh	CIT2 TOR yeast	RPL19A-GFP yeast	AHR activator	AGP1 TOR yeast	Yeast superoxide	MEP2 TOR yeast	LAP4 TOR yeast
Cc1cnccc1CN(C)Cc1cn(C)nc1-c1cccc(Cl)c1	0.0	93	91	67*	91	123	89	90
COc1ccc(C(=O)N[C@H](C(=O)NCC2CCCCC2)C(C)C)cc1	0.0	91	98	5	101	94	98	96
Cc1ccc(C(=O)NCC(=O)OCc2c(F)cccc2Cl)s1	0.1	88	98	-3	99	94	97	105
COc1ccc(C(=O)NCc2nnc(SCC(=O)N3CCOCC3)o2)cc1	0.1	106	108	-4	98	102	110	98
O=C(Cc1ccc([N+](=O)[O-])cc1)OCc1c(F)cccc1Cl	-0.1	96	99	-1	102	95	111	113
CCc1nc(=O)c(-c2ccccc2)c(C)n1-c1ccccc1	-0.1	114	105	0	107	95	112	107
Cc1cc(C)n2nc(S(=O)(=O)NCCc3ccccc3)nc2n1	0.2	99	98	-1	106	98	113	104
Cc1nc(-c2ccc3c(c2)OCCCO3)cs1	0.1	96	94	-2	102	92	93	111
CCOC(=O)C(NC(C)=O)C(=O)O (configuration not stated)	0.1	82	93	3	89	128	93	87
COC(=O)c1nn(-c2ccc(Oc3ccccc3)cc2)c(=O)cc1O	0.0	91	97	1	91	93	99	101
COc1ccc(/C=N/N2CCN(c3ccccc3OC)CC2)cc1OC	0.0	112	.	-4	116	98	110	110
Cc1ccc(S(=O)(=O)Nc2ccc3c(c2)CC(=O)N([C@H](C)CO)C[C@@H](C)[C@H](CN(C)Cc2ccc(-c4ccccc4)cc2)O3)cc1	0.6	87	97	3	87	118	93	83
CC(=O)C(C(C)=O)C1(O)C(=O)c2ccccc2C1=O	1.4	100	106	6	98	102	104	94
COc1cc(C(=O)NCCc2ccc(S(N)(=O)=O)cc2)cc(OC)c1OC	0.1	101	102	3	108	114	107	115
Cc1ccccc1N1CCN(S(=O)(=O)CC23CCC(CC2=O)C3(C)C)CC1 (configuration not stated)	-0.1	98	104	-1	103	91	98	103

Quoted from above for reference:
SMILES	Efflux pump inh	CIT2 TOR yeast	RPL19A-GFP yeast	AHR activator	AGP1 TOR yeast	Yeast superoxide	MEP2 TOR yeast	LAP4 TOR yeast
COc1ccc(C(=O)NCc2nnc(SCC(=O)N3CCOCC3)o2)cc1	0.1	106	108	-4	98	102	110	98
O=C(Cc1ccc([N+](=O)[O-])cc1)OCc1c(F)cccc1Cl	-0.1	96	99	-1	102	95	111	113
CCc1nc(=O)c(-c2ccccc2)c(C)n1-c1ccccc1	-0.1	114	105	0	107	95	112	107
Cc1cc(C)n2nc(S(=O)(=O)NCCc3ccccc3)nc2n1	0.2	99	98	-1	106	98	113	104
Cc1nc(-c2ccc3c(c2)OCCCO3)cs1	0.1	96	94	-2	102	92	93	111

Other records follow:
SMILES	Efflux pump inh	CIT2 TOR yeast	RPL19A-GFP yeast	AHR activator	AGP1 TOR yeast	Yeast superoxide	MEP2 TOR yeast	LAP4 TOR yeast
CC(Oc1ccc(Cl)cc1Cl)c1nc(-c2ccc(NC(=O)c3ccccn3)cc2)no1 (configuration not stated)	0.1	98	98	1	103	100	106	101
Cc1cccn2c(=O)c(C=C(C#N)C#N)c(N3CCN(c4ccccc4)CC3)nc12	0.0	91	100	.	83	99	99	87
CC(C)CC(C(=O)NCC1CCCO1)N(C(=O)Cn1nnc(-c2ccc(F)cc2)n1)c1ccccc1F (configuration not stated)	0.0	111	103	2	105	122	97	102
Cc1cc(NC(=O)CCC(=O)N(CC(=O)NCC2CCCO2)c2ccccc2)no1 (configuration not stated)	0.5	96	97	-1	99	106	81	91
COc1cc2c(-c3ccccc3)c(C)oc2cc1/C=N/NC(N)=S	0.0	102	100	22	98	114	109	97
Cc1c(NS(=O)(=O)c2cc(C(=O)NCC3CCCO3)cc(Cl)c2Cl)c(=O)n(-c2ccccc2)n1C (configuration not stated)	-0.1	94	91	31	100	97	84	93
CCC(=O)Nc1cccc(-c2csc(-c3ccccc3)n2)c1	-0.2	89	97	105*	84	101	102	100
COc1ccc(S(=O)(=O)NC(CC(=O)NC2CCCC2)c2ccco2)cc1 (configuration not stated)	-0.1	93	96	-2	95	104	99	103
Cc1ccc(-c2nn(-c3ccccc3)cc2/C=N/NC(=O)c2ccncc2)o1	-0.1	96	93	-1	98	98	100	105
Cc1ccccc1N1CCN(C2CCCN(C(=O)CN3CCCC3=O)C2)CC1 (configuration not stated)	0.0	103	102	-2	102	95	98	106
Cc1cc(C)n(-c2ccc(Cl)c(C(=O)Nc3ccc(-c4nnc5n4CCCCC5)cc3)n2)n1	0.0	111	103	-2	106	97	116	100
CCc1nc(SCC(=O)Nc2ccc(F)cc2)c2c(=O)n(C)c(=O)n(C)c2n1	0.0	96	99	-1	100	100	103	107

Entries above shown as hits in AHR activator.
Molecule,Efflux pump inh,CIT2 TOR yeast,RPL19A-GFP yeast,AHR activator,AGP1 TOR yeast,MEP2 TOR yeast,LAP4 TOR yeast
Cc1cnccc1CN(C)Cc1cn(C)nc1-c1cccc(Cl)c1,0.0,93,91,67*,91,89,90
CCC(=O)Nc1cccc(-c2csc(-c3ccccc3)n2)c1,-0.2,89,97,105*,84,102,100

Next part:
SMILES	Efflux pump inh	CIT2 TOR yeast	RPL19A-GFP yeast	AHR activator	AGP1 TOR yeast	Yeast superoxide	MEP2 TOR yeast	LAP4 TOR yeast
COCCCNC(=O)C1CC(=O)N(c2ccc(C)cc2)C1 (configuration not stated)	0.0	100	102	6	107	117	107	104
CC1=CCC[C@H]2[C@H](C1)C(=O)C[C@@H](C)[C@]2(C)CC/C(=C/CO)CO	0.2	97	98	-2	103	83	97	91
CCC(OC(=O)c1cccs1)C(=O)NC1CCCCC1 (configuration not stated)	0.0	90	98	0	99	94	94	100
O=C(c1cc([N+](=O)[O-])cc([N+](=O)[O-])c1)N1CCCc2ccccc21	-0.1	90	89	-2	90	109	90	98
CCOc1ccccc1N(CC(=O)Nc1ccccc1C(=O)O)S(C)(=O)=O	-0.5	107	100	0	103	78	99	101
Cc1ccc(C(=O)Nc2nnc(S(=O)(=O)N3CCOCC3)s2)cc1	0.3	86	91	14	89	135	93	90
O=C(/C=C/c1cccc([N+](=O)[O-])c1)NCCSCc1ccccc1Cl	-0.5	96	108	0	98	100	108	105
CC(C)CCN1CCN(Cc2nc(-c3ccccc3)cs2)CC1CCO (configuration not stated)	0.1	91	94	1	98	108	98	96
CC(C)CNc1nc(N)c([N+](=O)[O-])c(NC2CCCCC2)n1	0.0	107	102	0	109	106	101	103

Source: PubChem BioAssay
